From PubChem BioAssay
Anthrax LF inh2: blocks Bacillus anthracis lethal factor protease; multiplex microsphere protease cleavage assay, LF; inhibition, % at 10 µM; P15917; 360,000 tested, 0.12% active; also: plate controls were buffer without enzyme for full effect and enzyme alone for no effect
SSB-PriA inh: K. pneumoniae PriA-SSBct interaction inhibition; AlphaScreen SSBct-PriA binding, biotinylated peptide; inhibition, % at 33 µM; 430,000 tested, 0.6% active; in the data active = inhibition mostly above about 37%, no sharp cut-off; inactive = mostly below about 20%;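 also: plate controls were negative control peptide for no effect and reference peptide for full effect; strong numbers were not always called active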
SARS 3CLpro inh: SARS-CoV 3CLpro protease inhibition; recombinant SARS-CoV 3CLpro, quenched FRET peptide cleavage; 290,000 tested, 0.14% active; AID 1706; inhibition, % at 6 µM; P0C6X7; in the data active = inhibition above about 12%
TcdB inh: inhibitors of Clostridioides difficile toxin B glycohydrolase; inhibition, % at 9.99 µM; TcdB glycohydrolase enzymatic assay, plate reader; 350,000 tested, 0.24% active; AID 652162; P18177; in the data active = inhibition above about 10%
Target sequence (P18177 whole entry, looked up): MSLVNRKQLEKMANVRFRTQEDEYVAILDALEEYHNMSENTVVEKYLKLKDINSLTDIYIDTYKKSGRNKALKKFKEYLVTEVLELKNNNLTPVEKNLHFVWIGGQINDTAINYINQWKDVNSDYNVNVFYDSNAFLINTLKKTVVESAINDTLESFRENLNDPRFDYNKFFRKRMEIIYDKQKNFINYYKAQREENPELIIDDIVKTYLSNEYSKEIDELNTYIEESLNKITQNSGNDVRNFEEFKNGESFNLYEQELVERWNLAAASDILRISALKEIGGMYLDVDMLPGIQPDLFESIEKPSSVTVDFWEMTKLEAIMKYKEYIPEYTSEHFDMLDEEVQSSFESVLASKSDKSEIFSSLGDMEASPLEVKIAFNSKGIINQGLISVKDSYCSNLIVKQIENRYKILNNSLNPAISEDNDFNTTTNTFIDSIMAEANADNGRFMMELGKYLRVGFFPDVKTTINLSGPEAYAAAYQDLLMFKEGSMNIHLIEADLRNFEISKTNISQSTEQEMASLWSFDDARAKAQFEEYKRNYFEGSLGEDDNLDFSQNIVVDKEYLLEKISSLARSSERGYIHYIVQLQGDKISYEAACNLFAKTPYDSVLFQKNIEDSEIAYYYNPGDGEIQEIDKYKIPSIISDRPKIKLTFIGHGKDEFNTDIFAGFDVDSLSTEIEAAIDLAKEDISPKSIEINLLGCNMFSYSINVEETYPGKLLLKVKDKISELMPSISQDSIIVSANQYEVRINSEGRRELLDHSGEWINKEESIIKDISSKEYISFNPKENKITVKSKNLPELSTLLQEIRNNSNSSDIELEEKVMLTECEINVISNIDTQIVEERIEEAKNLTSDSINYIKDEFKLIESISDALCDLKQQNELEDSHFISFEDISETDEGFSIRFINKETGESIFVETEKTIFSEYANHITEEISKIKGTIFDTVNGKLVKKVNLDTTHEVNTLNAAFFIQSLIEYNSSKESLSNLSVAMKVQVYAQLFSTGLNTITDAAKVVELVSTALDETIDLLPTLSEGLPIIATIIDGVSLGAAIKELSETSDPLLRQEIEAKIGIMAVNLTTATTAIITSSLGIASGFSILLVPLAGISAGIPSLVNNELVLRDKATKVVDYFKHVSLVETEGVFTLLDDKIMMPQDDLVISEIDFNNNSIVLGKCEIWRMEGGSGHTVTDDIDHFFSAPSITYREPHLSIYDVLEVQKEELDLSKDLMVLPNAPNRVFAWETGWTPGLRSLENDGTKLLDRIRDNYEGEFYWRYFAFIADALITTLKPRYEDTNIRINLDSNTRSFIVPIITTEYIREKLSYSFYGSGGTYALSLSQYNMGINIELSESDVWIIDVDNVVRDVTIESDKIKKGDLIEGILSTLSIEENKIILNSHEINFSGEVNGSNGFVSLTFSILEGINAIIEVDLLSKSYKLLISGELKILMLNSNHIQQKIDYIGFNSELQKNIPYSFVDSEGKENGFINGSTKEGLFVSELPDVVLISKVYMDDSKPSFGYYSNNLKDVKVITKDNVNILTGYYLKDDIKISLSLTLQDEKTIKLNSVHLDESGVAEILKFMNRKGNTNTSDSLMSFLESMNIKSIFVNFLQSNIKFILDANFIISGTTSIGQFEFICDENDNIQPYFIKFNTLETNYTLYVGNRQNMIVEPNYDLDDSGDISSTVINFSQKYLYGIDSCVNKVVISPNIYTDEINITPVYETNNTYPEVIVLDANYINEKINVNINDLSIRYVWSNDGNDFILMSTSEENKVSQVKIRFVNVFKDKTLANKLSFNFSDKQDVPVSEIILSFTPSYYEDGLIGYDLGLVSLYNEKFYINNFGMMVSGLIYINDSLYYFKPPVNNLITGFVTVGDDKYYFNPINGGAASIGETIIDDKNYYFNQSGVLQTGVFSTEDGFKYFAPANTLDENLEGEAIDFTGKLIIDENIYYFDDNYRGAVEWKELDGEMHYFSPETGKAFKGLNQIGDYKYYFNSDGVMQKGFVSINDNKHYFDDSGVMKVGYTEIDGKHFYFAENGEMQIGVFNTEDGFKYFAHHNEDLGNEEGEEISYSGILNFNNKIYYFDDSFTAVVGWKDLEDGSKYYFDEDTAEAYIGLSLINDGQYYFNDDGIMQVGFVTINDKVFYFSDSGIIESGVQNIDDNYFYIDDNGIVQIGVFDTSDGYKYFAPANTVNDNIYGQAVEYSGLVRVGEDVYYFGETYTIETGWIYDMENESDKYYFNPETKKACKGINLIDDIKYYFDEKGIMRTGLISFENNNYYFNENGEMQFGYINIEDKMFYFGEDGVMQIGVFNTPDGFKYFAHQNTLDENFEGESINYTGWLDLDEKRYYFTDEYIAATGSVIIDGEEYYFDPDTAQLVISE
BH1578 lux ind: inducers of Vibrio cholerae quorum light production without autoinducers. 350,000 tested, 0.16% active. V. cholerae BH1578 lux reporter, luminescence, 6 h. AID 588436. activation, % at 18.7 µM; in the data active = activation mostly above about 9.7%, no sharp cut-off; inconclusive = no clear call, values can overlap the other calls; inactive = mostly below about 3.7%; also: not every result past the cut was called active; inactives centre near 0; reference of the scale not given here
PrPC surface inh: reduces human prion protein on the cell surface. P04156. cell surface PrPC, TR-FRET read-out. inhibition, % at 13.8 µM. 370,000 tested, 0.43% active. AID 720596; in the data active = inhibition above about 24%; also: 0% = median of the test wells and 100% = reference compound wells
Yp Topo-I inh: blocks Yersinia pestis topoisomerase I activity; activity, % at 10 µM; 360,000 tested, 0.064% active; Y. pestis Topo-I cleavage product accumulation, plate reader; in the data active = activity above about 50%, passing the limit was not always enough; inconclusive = no clear call, values can overlap the other calls; also: inactives centre near 2
PfHsp40 rescue: restores yeast growth despite PfHsp40 toxicity | S. cerevisiae expressing PfHsp40, growth rescue, ATP luminescence | growth rescue, % at 12.5 µM | 340,000 tested, 0.68% active; in the data active = growth rescue above about 28%, passing the limit was not always enough; inconclusive = no clear call, values can overlap the other calls;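 also: yeast W303a lacking pdr1 and pdr3 grown in galactose medium; growth measured after three days at 30 °C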
BoNT-A LC inh2: inhibitors of Botulinum neurotoxin A light chain protease; multiplex microsphere protease substrate cleavage, flow cytometry; inhibition, % at 10 µM; 360,000 tested, 0.17% active; AID 588499; also: plate controls were buffer without enzyme for full effect and enzyme alone for no effect
Starred values were filed as active, the others as inactive; i = inactive; ? = inconclusive; nt = not tested or not shown; & = joins results of further samples. Rule as the data show it, unless noted: active = inhibition above about 30%; inconclusive = no clear call, values can overlap the other calls; inactive = below that. Some of the compounds tested (hit frequency here may not be typical).

Every second line gives: Anthrax LF inh2	SSB-PriA inh	SARS 3CLpro inh	TcdB inh	BH1578 lux ind	PrPC surface inh	Yp Topo-I inh	PfHsp40 rescue	BoNT-A LC inh2
1	Cc1cccc(CC(=O)Nc2cc(C)c3c(=O)oc4ccccc4c3n2)c1
    -4	-19	-3	2.3	-0.3	6	-1	-1.4	-0.7
2	CCOC(=O)c1cnn(-c2nc(-c3cccc(F)c3)cs2)c1C(F)(F)F
    -3	-36	-3	nt	11	-1	6	1.6	1.8
3	COc1ccc(Cl)cc1CC=NNC(=O)c1ccncc1
    5	-4	nt	-3.5	-1.0	1	1	-0.3	-0.4
4	O=C1c2ccccc2C(=O)N1CCc1csc(-c2ccc(F)cc2)n1
    -10	-49	-3	nt	-0.7	2	-3	0.4	-0.7
5	CC(=O)CC1OC(=O)C(Br)=C1NCc1ccccc1 (stereo not given)
    -1	-14	2	nt	i	-11	0	0.5	-0.1
6	COc1ccc(S(=O)(=O)N2CCC(C(=O)NC(C)CCc3ccccc3)CC2)cc1 (stereo not given)
    -12	-21	-1	-4.3	-0.6	3	33	0.3	-4.6
7	O=C(c1ccco1)N1CCCN(C(=O)c2ccco2)CC1
    0	0	2	nt	0.7	-6	2	0.4	-0.9
8	Cc1ccc(Cl)cc1NC(=S)N(Cc1ccco1)C(C)c1cccs1 (stereo not given)
    -6	-1	1	0.6	i	-4	14	-1.8	-1.2
9	S=C(NCc1ccccc1)NC1CCCCC1
    2	-12	5	-0.2	-1.1	13	5	1.3	-0.4
10	Cc1ccc(C(=O)OCC(=O)Nc2sc3c(c2C#N)CCCCC3)cc1NC(=O)c1ccco1
    ?	-6	-2	nt	i	5	30	-0.6	?
11	Cc1cc(C)cc(Nc2ccc3nonc3c2[N+](=O)[O-])c1
    -4	2	nt	1.2	0.0	-20	3	0.2	-0.9
12	Cc1ccc(C)c(Nc2nc3ccccc3[nH]2)c1
    10	-1	nt	0.6	i	-1	-7	0.4	1.1
13	COc1ccccc1CC(=O)Nc1ccc2nc(C)sc2c1
    3	-11	0	nt	-0.6	0	2	0.4	0.1
14	Cc1ccc(C2C3=C(CC(C)(C)CC3=O)Nc3[nH]c(=S)[nH]c(=O)c32)cc1 (stereo not given)
    -15	-45	nt	nt	-0.3	8	4	0.8	-0.1
15	Cc1ccc(C(=O)NCCCn2ccnc2)cc1[N+](=O)[O-]
    -5	-1	5	nt	-0.3	-13	-6	-0.2	-0.3
16	O=C(N/C=C\c1ccccc1)NCc1ccc(Cl)cc1Cl
    0	-2	5	nt	0.4	4	-1	-0.8	-0.6
17	Nc1nc(SCC(=O)Nc2ccc(Cl)cn2)n[nH]1
    -6	-20	8	0.6	-0.2	9	-13	0.1	1.5
18	CCOC(=O)c1sc(=S)n(-c2ccccc2Cl)c1C
    nt	-3	-5	1.1	-0.9	-3	-1	1.9	nt
19	N#Cc1c(-c2ccccc2)nc(SCC(=O)Nc2ccc(OC(F)(F)Cl)cc2)[nH]c1=O
    10	-6	16*	-0.6	-5.6	18	-8	1.3	-1.1
20	CC(C)NC(=O)c1cc(=O)n(C)c(=O)n1C
    -3	-4	-3	0.5	-0.3	nt	6	-0.7	0.4
21	O=C(NCc1ccc(Cl)cc1)c1ncn[nH]1
    -6	-14	2	0.3	-0.3	2	6	-1.8	-0.5
22	COc1ccc(CNC(=O)N[C@@H](Cc2c[nH]c3ccccc23)C(=O)O)cc1
    9	1	-2	0.5	i	3	1	1.4	4.6
23	O=C(OC(C(=O)NCC1CCCO1)c1ccccc1F)c1ccco1 (stereo not given)
    2	-18	-6	nt	nt	-3	-1	-0.7	-0.3
24	CCC(C)(C)NC(=O)CN(C(=O)CCC(=O)Nc1nccs1)c1ccccc1C
    nt	6	-5	1.0	i	3	15	-0.8	nt
25	COc1ccc(C(=O)N(C)Cc2nc3ccccc3c(=O)[nH]2)cc1S(=O)(=O)N1CCCC1
    -3	-4	nt	0.6	-0.4	-3	-1	0.3	0.3
26	Cc1ccc(Nc2nnc(SCC(=O)Nc3cccnc3Cl)s2)cc1C
    8	-1	1	2.9	-0.2	0	2	2.3	1.2
27	CCc1ccc(-c2nnn(CC(=O)N(C3CCCC3)C3CCS(=O)(=O)C3)n2)cc1 (stereo not given)
    3	-1	nt	-0.2	i	3	-2	1.9	-0.3
28	Cc1cccn2c(=O)c3cc(C(=O)NC4CCCCC4)sc3nc12
    0	-15	2	1.5	-0.3	-7	27	-0.2	3.8
29	COc1ccc(CCN(Cc2nc(-c3ccccc3)no2)Cc2nc(-c3ccccc3)no2)cc1OC
    -10	-7	5	nt	-2.9	-2	7	-0.7	-0.7
30	Nc1nonc1C(=O)N/N=C\c1cc2c(cc1Cl)OCO2
    -1	nt	0	-0.2	i	-9	-1	0.5	-0.7
31	O=C(CSc1ccc([N+](=O)[O-])cn1)Nc1ccc2[nH]c(=O)[nH]c2c1
    3	-12	5	-8.8	-0.1	-11	7	-0.8	-6.6
32	COc1cc(OC)cc(C(=O)NCC(=O)NCC(c2ccco2)N2CCCCC2)c1 (stereo not given)
    -11	-6	nt	3.1	-2.5	0	5	-0.5	-0.4
33	CS(=O)(=O)N(CC(=O)Nc1ccccc1C(=O)NCc1ccco1)c1ccc2c(c1)OCCO2
    -2	10	6	nt	-0.9	0	-8	0.8	-1.4
34	COc1ccc(C(=O)NCCc2nc3cc([N+](=O)[O-])ccc3n2C)cc1
    -3	-10	4	2.1	-0.5	-16	-9	0.4	-0.2
35	COc1ccc(/C=N/NC(=O)C2C(=O)NCC2c2ccccc2)c(OC)c1 (stereo not given)
    -1	nt	2	-0.3	i	-5	4	-0.5	-0.1
36	C[C@H](CO)N1C[C@H](C)[C@@H](CN(C)C(=O)Nc2ccc(F)cc2)Oc2ccc(NS(C)(=O)=O)cc2C1=O
    5	-4	nt	-0.5&7.2	3.7	-7	0	-1.1	0.6
37	CC(Nc1nc(-c2ccccc2F)nc2ccccc12)c1ccccc1 (stereo not given)
    -14	-16	1	1.1	-0.9	11	1	0.9	-0.3
38	CCN1CCN(C(=O)C2c3cc(OC)c(OC)cc3C(=O)N(C)C2c2ccc(SC)cc2)CC1 (stereo not given)
    -3	-6	-6	nt	i	2	3	-0.5	?
39	CCOC(=O)C1=C(COC(=O)/C=C/c2ccco2)NC(=O)NC1C (stereo not given)
    -5	-5	nt	1.0	-1.2	7	-12	-1.6	2.7
40	CC(=O)Nc1ccc2c(O)cc(S(=O)(=O)O)cc2c1
    -3	12	nt	0.4	-1.7	-8	4	-0.7	-0.4
41	CC1CC1C(=O)OCC(=O)Nc1cccc(Br)c1 (stereo not given)
    1	-9	nt	0.3	-0.4	4	8	0.9	-3.4
42	CCOc1ccc(-n2c(SCc3ccc(C(=O)OC)o3)nc3c(c2=O)SCC3)cc1
    -13	-7	3	nt	i	-6	9	0.0	-1.1
43	CC1CC(c2ccccc2)NS(=O)(=O)O1 (stereo not given)
    -2	-7	-1	0.2	i	5	5	-1.7	-0.5
44	O=C(Nc1ccnn1C1CCN(Cc2cccc(F)c2F)CC1)C1CCCC1
    6	-2	2	1.3	-0.1	-8	7	-0.9	0.2
45	O=C(O)c1ccccc1/C=N/Nc1ccc(S(=O)(=O)N2CCCC2)cc1[N+](=O)[O-]
    -5	i	-3	1.1	-2.8	-9	6	-0.4	-0.7
46	COC(=O)[C@H](Cc1ccccc1)NC(=O)c1ccc2ccccc2n1
    0	-18	0	-0.1	-0.3	-2	22	0.3	3.0
47	CCCC(=O)Nc1sc2c(c1C#N)CCCCC2
    -5	4	8	nt	-2.1	3	-5	-0.8	-0.4
48	CCOC(=O)C(=O)N(CC)C1CCS(=O)(=O)C1 (stereo not given)
    8	-2	1	6.0	14	1	-8	-0.7	0.1
49	Cc1cc(OCC(=O)Nc2ccc(N3CCN(C(=O)c4ccco4)CC3)cc2)cc(C)c1Cl
    -2	9	-5	0.8	-0.9	-7	3	-0.3	1.8
50	O=C(COC(=O)CNC(=O)C1CCCCC1)Nc1ccc2c(c1)OCCO2
    -6	-2	-1	0.4	-0.3	0	2	-0.3	-1.1
51	Cn1cc(CN2CCc3c([nH]c4ccccc34)C2C(C)(C)C)cn1 (stereo not given)
    -1	-2	4	0.8	3.3	-6	8	-0.5	0.7
52	O=C(Nc1cccc(Cl)c1)Nc1ccc2nccnc2c1
    -1	5	1	1.1	i	10	-3	-1.3	4.6
53	Cc1cc(C)n(C(=O)c2nn(C)c(C)c2[N+](=O)[O-])n1
    -1	-3	3	nt	2.4	1	5	1.1	2.5
54	O=C(/C=C/Nc1cccc(F)c1)c1ccco1
    -23	-15	-6	nt	-0.3	-7	-11	12	-1.6
55	CC(C)(C)NC(=O)NC(=O)COC(=O)COc1ccc(Cl)cc1Cl
    -2	-5	4	0.2	-0.4	6	9	0.2	-0.7
56	Cc1ccc(OC(=O)c2cc(=O)c3ccccc3o2)cc1
    -2	4	-1	nt	-0.5	0	-9	-0.3	1.7
57	CC(=O)Nc1ccc(NC(=O)CSc2nc3c([nH]c4ccccc43)c(=O)n2-c2ccccc2F)cc1
    -6	9	2	-0.8	1.4	-1	11	1.0	-0.9
58	C=CCOCCn1[nH]c2ccccc2c1=O
    -3	3	nt	-1.0	i	2	5	-1.2	0.1

Compounds above that have an NH in an aromatic ring:
Every second line gives: Anthrax LF inh2	SSB-PriA inh	SARS 3CLpro inh	TcdB inh	BH1578 lux ind	PrPC surface inh	Yp Topo-I inh	PfHsp40 rescue	BoNT-A LC inh2
12	Cc1ccc(C)c(Nc2nc3ccccc3[nH]2)c1
    10	-1	nt	0.6	i	-1	-7	0.4	1.1
14	Cc1ccc(C2C3=C(CC(C)(C)CC3=O)Nc3[nH]c(=S)[nH]c(=O)c32)cc1 (stereo not given)
    -15	-45	nt	nt	-0.3	8	4	0.8	-0.1
17	Nc1nc(SCC(=O)Nc2ccc(Cl)cn2)n[nH]1
    -6	-20	8	0.6	-0.2	9	-13	0.1	1.5
19	N#Cc1c(-c2ccccc2)nc(SCC(=O)Nc2ccc(OC(F)(F)Cl)cc2)[nH]c1=O
    10	-6	16*	-0.6	-5.6	18	-8	1.3	-1.1
21	O=C(NCc1ccc(Cl)cc1)c1ncn[nH]1
    -6	-14	2	0.3	-0.3	2	6	-1.8	-0.5
22	COc1ccc(CNC(=O)N[C@@H](Cc2c[nH]c3ccccc23)C(=O)O)cc1
    9	1	-2	0.5	i	3	1	1.4	4.6
25	COc1ccc(C(=O)N(C)Cc2nc3ccccc3c(=O)[nH]2)cc1S(=O)(=O)N1CCCC1
    -3	-4	nt	0.6	-0.4	-3	-1	0.3	0.3
31	O=C(CSc1ccc([N+](=O)[O-])cn1)Nc1ccc2[nH]c(=O)[nH]c2c1
    3	-12	5	-8.8	-0.1	-11	7	-0.8	-6.6
51	Cn1cc(CN2CCc3c([nH]c4ccccc34)C2C(C)(C)C)cn1 (stereo not given)
    -1	-2	4	0.8	3.3	-6	8	-0.5	0.7
57	CC(=O)Nc1ccc(NC(=O)CSc2nc3c([nH]c4ccccc43)c(=O)n2-c2ccccc2F)cc1
    -6	9	2	-0.8	1.4	-1	11	1.0	-0.9
58	C=CCOCCn1[nH]c2ccccc2c1=O
    -3	3	nt	-1.0	i	2	5	-1.2	0.1
